Screening results as filed in PubChem BioAssay.
CHRM4 agonist: agonists of human muscarinic M4 receptor (CHRM4); AID 624127; activation, % at 3 µM; hit rate 0.14% among 360,000; P08173; CHO-K1 hM4/Gqi5, Fluo-8 calcium fluorescence; vehicle 0%, full acetylcholine response 100%;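 active = activation above the run mean over all test wells plus 3 SD, cut at about 32% in these data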;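 note: peak over basal fluorescence ratio per well then scaled between controls; 0% = DMSO wells and 100% = acetylcholine at EC100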
Target sequence (P08173 whole entry, looked up): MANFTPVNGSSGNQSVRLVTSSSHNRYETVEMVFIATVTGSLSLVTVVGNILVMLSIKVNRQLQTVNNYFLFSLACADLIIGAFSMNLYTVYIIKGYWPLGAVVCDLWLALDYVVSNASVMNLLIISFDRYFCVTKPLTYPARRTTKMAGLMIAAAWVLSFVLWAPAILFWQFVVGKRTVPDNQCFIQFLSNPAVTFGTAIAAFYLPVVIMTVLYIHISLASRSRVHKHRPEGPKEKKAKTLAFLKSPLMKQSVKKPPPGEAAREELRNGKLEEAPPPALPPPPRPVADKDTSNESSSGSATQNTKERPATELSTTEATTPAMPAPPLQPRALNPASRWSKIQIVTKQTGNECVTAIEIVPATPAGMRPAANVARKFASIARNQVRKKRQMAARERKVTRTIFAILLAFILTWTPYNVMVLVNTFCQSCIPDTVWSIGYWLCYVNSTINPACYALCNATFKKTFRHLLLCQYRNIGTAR
CRFR2-BP ag: CRF-BP/CRF-R2 complex agonism | HEK293 CRF-R2/CRF-BP, calcium dye fluorescence (FLIPR); percent of saturating CRF peptide response | hit rate 0.46% among 350,000 | activation, % at 13.2 µM;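 active = activation of at least 50%, plus an integration ratio under a set limit after plate pattern correction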;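 note: plate controls were neutral control wells without compound for no effect and CRF at EC100 for full effect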
M5 antag: CHRM5 antagonism in calcium assay | P08912 | CHO-hM5 cells, Fluo-8 calcium fluorescence, ACh EC80 | inhibition, % at 3 µM | hit rate 0.59% among 360,000 | AID 624040;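 active = inhibition above a per-plate cutoff, the mean of that plate's test compounds plus 3 SD, cut at about 27% in these data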;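 note: 0% = acetylcholine EC80 with DMSO and 100% = DMSO without agonist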
M5 PAM: positive allosteric modulators of human muscarinic M5 receptor; P08912; CHO-K1 hM5, Fluo-8 calcium, ACh EC20 PAM; 0% = ACh EC20, 100% = ACh EC100; activation, % at 3 µM; hit rate 0.3% among 360,000; AID 624038;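 active = activation above the run cutoff, the mean activation of all test compounds plus 3 SD, cut at about 18% in these data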
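Assay system – human M5 receptor in CHO-K1 cells · Read-out – % activation, ACh-normalized · Technique – Fluo-8 calcium fluorescence · Dosing – single-point, 3 µM nominal · Incubation – Fluo-8 loading 80 min at 37 °C plus 30 min room temperature · Repeats – singlicate, one well per test compound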
M5 ag: agonists of human muscarinic M5 receptor (CHRM5); P08912; hit rate 0.19% among 360,000; activation, % at 3 µM; CHO-K1 hM5 cells, Fluo-8 calcium fluorescence; 0% DMSO wells, 100% maximal acetylcholine response;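 active = activation above the run's mean over test compounds plus 3 SD, cut at about 23% in these data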;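 note: signal is peak over basal fluorescence ratio across the kinetic read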
M4 antag: CHRM4 antagonism in calcium assay | P08173 | CHO-hM4 cells, ACh EC80, Fluo-8 calcium fluorescence | inhibition, % at 3 µM | hit rate 0.73% among 360,000;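 active = inhibition above its plate's cutoff, the mean inhibition of sample wells plus 3 SD, cut at about 27% in these data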;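 note: 0% = acetylcholine EC80 with DMSO and 100% = DMSO without agonist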
M1 antag: blocks human M1 muscarinic receptor; CHO-K1 hM1, Fluo-8 calcium fluorescence, ACh EC80 antagonist; inhibition, % at 3 µM; hit rate 1.3% among 360,000; AID 588852;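 active = percent inhibition above its own plate's cutoff, namely the mean of that plate's compound wells plus 3 SD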;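 note: peak over basal fluorescence ratio during 140 s after agonist addition; 0% = ACh EC80 plus DMSO and 100% = DMSO alone without agonist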
Target sequence (P11229 whole entry, looked up): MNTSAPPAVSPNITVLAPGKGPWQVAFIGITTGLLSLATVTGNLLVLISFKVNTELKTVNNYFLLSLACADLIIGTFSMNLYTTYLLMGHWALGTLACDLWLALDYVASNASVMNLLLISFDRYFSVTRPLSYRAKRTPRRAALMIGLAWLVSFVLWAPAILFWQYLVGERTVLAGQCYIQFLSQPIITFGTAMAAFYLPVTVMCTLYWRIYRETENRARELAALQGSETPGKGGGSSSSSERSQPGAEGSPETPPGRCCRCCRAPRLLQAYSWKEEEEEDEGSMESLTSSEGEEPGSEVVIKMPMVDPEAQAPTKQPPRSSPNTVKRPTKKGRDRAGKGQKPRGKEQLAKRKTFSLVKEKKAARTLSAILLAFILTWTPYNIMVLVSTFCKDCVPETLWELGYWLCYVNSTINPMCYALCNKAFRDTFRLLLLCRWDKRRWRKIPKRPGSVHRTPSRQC
CHRM4 PAM: potentiates acetylcholine response at human M4 receptor. CHO-K1 hM4/Gqi5, Fluo-8 calcium fluorescence, ACh EC20; 0% = ACh EC20, 100% = maximal ACh. activation, % at 3 µM. AID 624126. hit rate 0.4% among 360,000;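 active = activation above its plate's cutoff, the mean activation of sample wells plus 3 SD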; note: some results filed as inactive read as strong as hits
CHRM1 PAM: positive allosteric modulators of human M1 muscarinic receptor; AID 588819; activation, % at 3 µM; hit rate 0.088% among 360,000; P11229; CHO-K1 hM1, Fluo-8 calcium fluorescence, ACh EC20; 0% = ACh EC20, 100% = maximal ACh; in the data active = activation above about 19%, passing the limit was not always enough
The depositor's hits bear a star; / = not tested or not shown.

SMILES | CHRM4 agonist | CRFR2-BP ag | M5 antag | M5 PAM | M5 ag | M4 antag | M1 antag | CHRM4 PAM | CHRM1 PAM
COc1cc2c(cc1OC)C(C)N(C(=O)C1=NN(c3cccc(C)c3)C(=O)CC1)CC2 (centres undefined) | 1 | -0.2 | -2 | 2 | -1 | -13 | -10 | 3 | 8
CCN(CC)C(=O)/C(=C\c1ccncc1)NC(=O)c1ccccc1 | 1 | 0.9 | -10 | -7 | 0 | -2 | -4 | 1 | 0
O=C(NC(=S)Nc1ccc(CN2CCCCC2)cc1)c1ccco1 | 0 | 0.2 | -1 | -2 | -9 | 0 | -3 | 3 | 4
Cc1ccc(C(=O)N2c3ccccc3OCC2C)cc1 (centres undefined) | 0 | -7.5 | -1 | 4 | -5 | -1 | -1 | -3 | 4
O=C(c1cnc(-c2ccc(Cl)cc2)s1)c1ccc(Cl)cc1Cl | 0 | 1.9 | -1 | 8 | 3 | 5 | 0 | 22 | 13
CC(C)(C)OC(=O)N[C@@H](Cc1ccccc1)c1nnc(SCC(=O)c2ccc(Cl)cc2)o1 | -1 | -1.4 | 11 | -4 | -4 | 13 | 9 | -10 | -7
Cn1c(N)c(C(=O)COC(=O)c2cccc(S(=O)(=O)N3CCCCC3)c2)c(=O)n(C)c1=O | 2 | 1.5 | 8 | -4 | -3 | -1 | 0 | -5 | -3
O=C(NCCC(=O)N1CCC2(CC1)NCCc1[nH]cnc12)c1cccc(Br)c1 | 0 | 0.3 | 1 | 0 | -6 | 3 | -2 | 5 | 3
O=c1c(Cc2ccccc2)c(O)nc2n1CCCS2 | -1 | 0.6 | 5 | -10 | -1 | -19 | -10 | 5 | 6
COc1ccccc1-c1cccc([C@@H]2C[C@H]3[C@H](CON3C)CN2Cc2cc(Cl)cc(Cl)c2)c1 | 1 | -0.9 | -2 | -3 | 3 | 4 | 15 | 3 | -7
Cc1ccc([N+](=O)[O-])cc1NC1OC(CO)C(O)C1O (centres undefined) | 0 | -5.0 | -10 | 7 | 0 | 12 | -10 | 0 | 12
COc1ccc(-c2cc(C(F)(F)F)nc(SCC(=O)NCc3cnn(C)c3C)n2)cc1OC | 1 | -0.5 | -4 | 2 | 0 | -13 | 11 | 6 | -4
CCN1C(=O)C2(C(C(=O)c3ccc(C)o3)=C(O)C(=O)N2CCCN(C)C)c2ccccc21 (centres undefined) | 0 | -0.2 | 6 | -5 | -3 | 4 | -13 | 1 | 12
CCCN1C(=O)/C(=C2\SC(N3CCCCC3)=NC2=O)c2ccccc21 | 2 | -1.3 | -8 | 10 | 5 | 4 | -14 | -1 | 4
COc1cc(/C=N/NC(=O)CCC(=O)NCc2ccccc2)cc(OC)c1OC | 1 | -0.4 | -6 | -1 | 0 | 1 | -8 | -1 | 11
O=C(NNc1ccccc1)C(=O)N1CCCCC1 | 1 | -1.7 | -5 | 1 | -2 | 0 | -5 | -1 | 3
O=C(O)c1ccc2c(c1)C(=O)N(Cc1ccco1)C2=O | 1 | -2.9 | -11 | 5 | 4 | -4 | -18 | 1 | 9
O=C(CN1CCN(C(=O)N2CCCCC2)CC1)Nc1ccc(F)cc1 | 2 | -0.8 | 0 | 3 | 3 | 2 | -9 | 0 | 8
CN(C)CCN(Cc1cc2cc3c(cc2nc1Cl)OCO3)C(=O)c1ccco1 | 2 | 0.0 | -1 | 3 | -2 | 2 | 4 | 0 | 3
NN(Cc1ccccc1)C(=S)Nc1ccc(Cl)c(Cl)c1 | 1 | 3.6 | 8 | -3 | -3 | 0 | 5 | -2 | -6
Cc1c(NC(=O)C2C3C=CC(C3)C2C(=O)O)c(=O)n(-c2ccccc2)n1C (centres undefined) | 0 | -1.9 | 5 | -2 | 0 | 17 | -7 | -3 | 0
C[C@@H]1CN([C@@H](C)CO)C(=O)c2cc(NC(=O)c3ccncc3)ccc2O[C@@H](C)CCCCO[C@@H]1CN(C)C(=O)Cc1ccccc1 | 1 | 0.3 | 8 | 1 | 2 | -9 | -11 | 2 | 2
CCN(CC)C(=O)[C@H]1C[C@H](CC(=O)NCc2ccc(OC)c(OC)c2)C(=O)N2CCc3c([nH]c4ccc(Cl)cc34)[C@]12C | 5 | 5.2 | -7 | 8 | 3 | 0 | -10 | 3 | 7
CCO[C@H]1OC(C(=O)NCc2nc3ccccc3[nH]2)=C[C@@H](c2ccccc2)[C@@H]1CCCO | 7 | -0.4 | 13 | -4 | -5 | -1 | -6 | -2 | -3
O=C(Nc1ccc(Oc2ncnc3cc(Cl)ccc23)nc1)Nc1cccc(C(F)(F)F)c1 | 0 | 0.8 | 0 | 5 | 1 | 0 | 11 | 4 | -1
CCC(c1nnc(SCC(=O)NC23CC4CC(CC(C4)C2)C3)o1)N(C)C (centres undefined) | 1 | -0.3 | -6 | 3 | -2 | -3 | -1 | 7 | 4
COc1cccc2cc(CC(=O)c3ccccc3)c(=O)oc12 | 13 | -0.8 | -9 | -2 | 6 | 6 | 0 | -8 | -3
O=C(COc1ccc2ccccc2c1Br)N1CCOCC1 | 2 | -1.0 | 5 | 6 | -1 | -1 | -17 | -1 | 5
CC1(N=Cc2cc(Cl)ccc2O)COP(=O)(Nc2ccccc2)OC1 (centres undefined) | 2 | 5.6 | -7 | 0 | -1 | -37 | -13 | 13 | 8
O=C(NCCN1CCCC1=O)C1CCC(=O)N(CCc2cccc(F)c2)C1 (centres undefined) | 1 | 1.2 | -9 | 6 | -2 | -10 | -9 | 11 | 11
CCC1NC(=O)c2cccnc2-n2c1nc1cc(C)cc(C)c1c2=O (centres undefined) | 0 | 0.5 | -5 | 3 | -2 | -14 | -21 | 5 | 9
COc1cccc(/C(O)=C/c2nc3ccc(C(=O)NCCc4cccc(C)c4)cc3[nH]c2=O)c1 | 0 | 11 | 2 | -1 | 0 | 0 | 4 | 6 | -7
Cc1ccc(NC(=O)CCC(=O)c2ccc(F)cc2)cc1Cl | 2 | -1.6 | 6 | -5 | -4 | 1 | -4 | -3 | 4
Cc1nn(-c2ncccn2)c2c1C(=O)CC(C)(C)C2Br (centres undefined) | 2 | -3.5 | 0 | -3 | -1 | -10 | -23 | 7 | 24
COc1cc(O)c(/C=N/NC(=O)c2ccncc2)c(OC)c1[N+](=O)[O-] | 2 | -0.7 | 3 | 2 | -4 | -1 | -11 | -4 | 11
COc1ccc(C2=COc3ccccc3C(=O)N2)cc1 | 4 | 0.4 | 7 | -1 | 4 | -2 | 8 | -2 | -2
COCCCNC(=O)c1ccc2c(c1)OCO2 | 1 | 0.0 | -6 | 5 | -1 | 1 | -11 | 6 | 10
Cc1csc2ncc(C(=O)Nc3ccc4c(c3)OCCO4)c(=O)n12 | 0 | -4.7 | 1 | -2 | 3 | 3 | 0 | -2 | -1
CCOc1ccccc1NC(=O)c1ccc2c(c1)C(=O)N(CC1CCCO1)C2=O (centres undefined) | 1 | -3.4 | 5 | -1 | -1 | 6 | -6 | 0 | 8
N#Cc1cc(-c2ccc(Cl)cc2)cnc1Sc1ccccc1 | 0 | 6.8 | -2 | -1 | 3 | 4 | -3 | 5 | 4

Arranged by molecular weight (largest number first): part of the list above.
SMILES | CHRM4 agonist | CRFR2-BP ag | M5 antag | M5 PAM | M5 ag | M4 antag | M1 antag | CHRM4 PAM | CHRM1 PAM
CCN(CC)C(=O)[C@H]1C[C@H](CC(=O)NCc2ccc(OC)c(OC)c2)C(=O)N2CCc3c([nH]c4ccc(Cl)cc34)[C@]12C | 5 | 5.2 | -7 | 8 | 3 | 0 | -10 | 3 | 7
CC1(N=Cc2cc(Cl)ccc2O)COP(=O)(Nc2ccccc2)OC1 (centres undefined) | 2 | 5.6 | -7 | 0 | -1 | -37 | -13 | 13 | 8
CCC(c1nnc(SCC(=O)NC23CC4CC(CC(C4)C2)C3)o1)N(C)C (centres undefined) | 1 | -0.3 | -6 | 3 | -2 | -3 | -1 | 7 | 4

Additional compounds follow:
SMILES | CHRM4 agonist | CRFR2-BP ag | M5 antag | M5 PAM | M5 ag | M4 antag | M1 antag | CHRM4 PAM | CHRM1 PAM
C[C@H](CO)N1C[C@H](C)[C@@H](CN(C)Cc2ccccc2)Oc2c(NS(=O)(=O)c3ccc(F)cc3)cccc2C1=O | 1 | -0.3 | 13 | 2 | -3 | 7 | 11 | -2 | -7
Cc1cc2c(=O)[nH]c(Cc3ccccc3)nc2s1 | 1 | -0.8 | -6 | 8 | 0 | -1 | -7 | 0 | 12
O=C(NCC(=O)N(c1ccccc1)C(C(=O)NC1CCCC1)c1ccncc1)c1cccs1 (centres undefined) | 1 | -0.1 | -4 | 9 | -3 | -5 | -11 | 2 | 12
Cc1cc(-c2ccccc2)c(C#N)c(N)n1 | 0 | -2.1 | -4 | 5 | 0 | 3 | -15 | 11 | 5
CSc1nc(=O)n(-c2ccccc2)c(C)c1C(C)=O | 1 | -0.5 | -1 | -5 | 0 | 6 | -5 | 4 | 4
COCCNC(=O)Cn1nc(-c2ccc(Cl)cc2)c2ccccc2c1=O | 1 | -3.2 | -4 | 2 | -1 | -9 | 3 | -2 | -1
COc1cccc(C(O)c2ncc(-c3ccc(C(F)(F)F)cc3)[nH]2)c1 (centres undefined) | 2 | / | 2 | 0 | -3 | 9 | -6 | -3 | -8
CCS(=O)(=O)C1=NN2C(=N)/C(=C\c3ccc(OC(=O)c4ccco4)c(OC)c3)C(=O)N=C2S1 | 0 | -0.6 | 16 | -4 | -2 | 13 | -3 | -4 | 1
COCCN(CC(=O)Nc1ccccc1C(F)(F)F)C(=O)/C=C/c1cc(Cl)c2c(c1)OCCO2 | 0 | 0.9 | 3 | 5 | 1 | -9 | -5 | 12 | 7
CCC1CCCCN1CC(=O)c1c(C)[nH]c2ccc(OC)cc12 (centres undefined) | 0 | 0.8 | 0 | -2 | 1 | -5 | -11 | -3 | 8
COc1ccc2cc(C3=CC(=O)CC(C)(C)C3=O)ccc2c1 | 15 | 1.7 | 11 | -6 | 1 | -4 | 10 | -7 | -19
Cc1cc(OCC(=O)NCCN2CCOCC2)cc(C)c1Br | 1 | 0.6 | 2 | -1 | -2 | 17 | 2 | 0 | 1
COC(=O)c1ccc(CN2CCCC(CO)(Cc3ccccc3F)C2)cc1 (centres undefined) | 4 | 4.3 | -2 | 0 | -12 | 7 | 26 | -13 | -18
COc1ccccc1Oc1ccc2c(c1)C(=O)N(CC(=O)O)C2=O | 1 | -1.0 | 1 | -5 | -2 | -8 | -4 | 3 | 4
COc1ccc(OC)c(C(=O)CSc2nnnn2C)c1 | 0 | 0.5 | -5 | 4 | 0 | 8 | -3 | -2 | 7
CCC(=O)Nc1cc(C)c(NC(=O)c2ccccc2OC)cn1 | 1 | 0.0 | -14 | 13 | -2 | -6 | -31 | 5 | 4
O=C(c1ccco1)N1CCN(C(c2ccc(F)cc2)c2nnnn2Cc2cccs2)CC1 (centres undefined) | 3 | 1.8 | -4 | -4 | -3 | -4 | -3 | -8 | 5
Cc1nn(-c2cccc(C(=O)O)c2)c(C)c1Oc1ccccc1O | 0 | -1.3 | -2 | -3 | -2 | 6 | -2 | -5 | 3
c1ccc2c(-c3ccncc3)c[nH]c2c1 | 1 | -0.2 | 5 | -1 | -5 | -6 | -12 | 7 | 8
O=C(Nc1ccccc1)/C(=C/c1ccc2c(c1)OCO2)NC(=O)c1ccco1 | 1 | -2.2 | -4 | 1 | -3 | -3 | -15 | 7 | 11
Cc1ccc(S(=O)(=O)NC(=O)N2CCCN(Cc3ccc(F)cc3)CC2)cc1 | 0 | 0.5 | 17 | -9 | -10 | -11 | -9 | -14 | 5
